SENP8 inh = blocks the human protease SENP8. purified SENP8, Z-RLRGG-aminoluciferin cleavage, luminescence. inhibition, % at 10 µM. 330,000 tested, 1.2% active
UBC13 inh = human UBC13 polyubiquitination inhibition; P61088; UBC13 polyubiquitin chain formation, TR-FRET; inhibition, % at 20 µM; 330,000 tested, 0.47% active; AID 485273; in the data active = inhibition above about 45%, passing the limit was not always enough
Target sequence (P61088 whole entry, looked up): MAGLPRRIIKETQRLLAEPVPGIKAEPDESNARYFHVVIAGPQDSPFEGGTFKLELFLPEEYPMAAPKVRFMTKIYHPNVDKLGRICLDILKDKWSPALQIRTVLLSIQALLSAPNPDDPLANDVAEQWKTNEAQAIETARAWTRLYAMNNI
CCR6 antag = CCR6 (human) receptor antagonism; P51684; CHO-K1 CCR6 PathHunter beta-arrestin, luminescence, CCL20-stimulated; inhibition, % at 20 µM; 340,000 tested, 0.49% active;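 active = compounds whose inhibition of the agonist-driven luminescence signal at 20 µM reaches about 50%, limit read from the data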;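 also: cells stimulated with CCL20 at 14 nM final; plate controls were DMSO with CCL20 for no effect and DMSO without agonist for full effect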
Target sequence (P51684 whole entry, looked up): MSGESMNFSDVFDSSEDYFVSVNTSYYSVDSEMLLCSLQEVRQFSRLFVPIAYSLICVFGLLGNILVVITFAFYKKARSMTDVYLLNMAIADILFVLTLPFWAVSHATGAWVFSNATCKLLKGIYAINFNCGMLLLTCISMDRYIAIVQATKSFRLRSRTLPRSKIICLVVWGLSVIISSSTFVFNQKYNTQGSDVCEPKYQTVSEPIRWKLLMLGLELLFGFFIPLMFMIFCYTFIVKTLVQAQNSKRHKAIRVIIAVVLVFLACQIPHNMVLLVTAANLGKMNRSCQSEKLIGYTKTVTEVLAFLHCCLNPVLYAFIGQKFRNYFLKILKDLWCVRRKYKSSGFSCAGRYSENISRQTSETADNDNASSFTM
Apaf-1 inh = blocks human Apaf-1 apoptosome activity; O14727; reconstituted apoptosome caspase-3 activity, DEVD-Rh110 fluorescence; inhibition, % at 20 µM; 330,000 tested, 0.71% active; AID 489030; active = inhibition of at least 40% at 20 µM;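 also: plate controls were DMSO wells for no effect and DEVD-CHO caspase inhibitor wells for full effect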
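Material: reconstituted apoptosome with Apaf-1, cytochrome c, caspase-9, procaspase-3, dATP / Buffer or medium: pH 7.5 Hepes buffer with CHAPS, BSA, DTT / Also added: cytochrome c with DEVD-Rh110 / Schedule: compound with Apaf-1, dATP, procaspase-3 30 min, then 50 min reaction, room temperature / Technique: rhodamine 110 fluorescence at Ex 480/Em 540 nm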
697 NFkB inh = inhibitors of the PMA/ionomycin-induced NF-kB reporter in 697 B cells | AID 435022 | inhibition, % at 4 µM | 697 B-cell NF-kB luciferase reporter, 16 h | 330,000 tested, 0.33% active; in the data active = inhibition above about 35%
Jurkat NFkB inh = inhibitors of the PMA/ionomycin-induced NF-kB reporter in Jurkat cells; PMA/ionomycin-induced NF-kB luciferase reporter, luminescence; inhibition, % at 4 µM; 330,000 tested, 0.53% active; AID 435003
Gli-Sufu block = Gli-Sufu pathway antagonism; Sufu-KO-LIGHT fibroblasts, Gli luciferase reporter luminescence; inhibition, % at 5 µM; 340,000 tested, 0.74% active;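 active = inhibition above about 55%, limit read from the data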;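 also: 0% = DMSO-treated cells and 100% = wells with medium but no cells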
EBI2 antag = antagonists of human EBI2 receptor | AID 651636 | inhibition, % at 5 µM | P32249 | 360,000 tested, 0.81% active | EBI2 beta-arrestin recruitment, luminescence, 7a,25-OHC stimulated; in the data active = inhibition above about 38%;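 also: enzyme fragment complementation signal reports receptor beta-arrestin coupling in cells; 0% = agonist plus DMSO wells and 100% = wells without agonist; some results beyond the cut were filed as inactive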
An asterisk follows results filed as active; . = not tested or not shown. Rule as the data show it, unless noted: active = inhibition above about 50%; inactive = the rest. An excerpt (hit frequency here may not be typical).

compound	SENP8 inh	UBC13 inh	CCR6 antag	Apaf-1 inh	697 NFkB inh	Jurkat NFkB inh	Gli-Sufu block	EBI2 antag
CCC(=O)NNc1ncnc2ccccc12	2	1	4	-12	18	-15	-3	-12
Cc1ccc(S(=O)(=O)NCCCNc2ccc([N+](=O)[O-])cc2)cc1	1	6	30	6	2	17	27	8
CSc1ccc(/C=C/C(=O)c2c(O)cc(C)oc2=O)cc1	-18	-9	20	23	-59	-33	-26	7
Cc1ccc(C)c(NC(=O)CN2C(=O)CC(C)S(=O)(=O)c3ccccc32)c1 (centres undefined)	-9	-1	5	-4	-22	1	19	-3
O=C(CN1CCN(c2ccccn2)CC1)Nc1cccc(Br)c1	-2	13	16	8	-1	3	17	3
COc1ccc(C(NC(=O)C(C)(C)C)NC(=O)C(C)(C)C)cc1	-4	-4	2	-11	19	11	-4	-14
Brc1c(CSc2nc3ccccc3o2)nc2ncccn12	-3	6	5	0	-156	-49	-51	-1
COc1ccc2nc(C)cc(SCC(=O)N/N=C/c3ccc(O)c(O)c3)c2c1	-9	13	18	-7	-41	3	25	-5
O=C(CSc1nc2c(c(C(F)(F)F)n1)CCc1ccccc1-2)NCc1ccc(F)cc1	-1	2	14	4	-21	-22	-11	25
O=C1N(C2CCCC2)C[C@@H]2C[C@@H](c3cn[nH]c3-c3ccc(Cl)cc3)N3CCC[C@@]123	-3	-1	5	9	31	-2	23	9
CN(C)c1ccc(NC(=O)CC(NCc2ccccn2)C(=O)O)cc1 (centres undefined)	-10	-33	5	-4	-25	-8	2	-10
CN1c2ccccc2C(C)(C)[C@]12C=Cc1cc(O)ccc1O2	-125	-24	18	19	-95	27	49	-3
O=C1C(Cl)=C(N2CCOCC2)C(=O)N1c1ccccc1F	-2	-3	3	-10	-2	-9	0	7
c1ccc(NCc2nc(-c3ccccc3)no2)cc1	-2	8	-2	-2	-24	-20	-40	-12
COc1ccc(Br)cc1/C=C/C(=O)Nc1ccc(C)cc1	0	4	14	9	29	-15	10	11
CC(CC(=O)Nc1ccc(Cl)c([N+](=O)[O-])c1)c1ccccc1 (centres undefined)	9	3	28	16	-7	-11	-3	10
CCOc1ccc2c(c1)c1nnc(SCC(=O)NC3CC3)nc1n2C	7	-21	4	7	2	3	30	2
CC(C)Oc1cccc(C(=O)C2CCCN(S(=O)(=O)C(C)C)C2)c1 (centres undefined)	-1	-5	16	6	-15	-3	2	3
COc1ccccc1CNC(=O)COC(=O)COc1ccccc1F	-15	1	1	6	5	-2	-2	2
COCc1c(CCl)cnc(C)c1O	-8	-14	5	2	10	2	6	-4
CCNC(=O)COC(=O)c1[nH]c(C)c(C(=O)OC)c1C	4	-2	5	1	0	-36	-9	-12
Cc1nc(SCc2ccccc2C)n[nH]1	-3	8	6	-1	1	-2	-4	-19
Cc1ccc2[nH]c(C)c(CCNC(=O)NC3CCCCC3)c2c1	0	-2	1	7	-49	-19	-1	3
CCCOc1cccc(-c2nn(-c3ccccc3)cc2/C=C(\C#N)C(=O)NCCCn2ccnc2)c1	-7	35	-9	17	-4	-3	-6	17
Cc1ccccc1NC(=S)NC(=O)COc1ccccc1C	4	-4	14	14	-5	19	3	8
CNc1oc(-c2ccco2)nc1C#N	0	2	7	-8	22	1	4	-9
COc1ccc(OCC(=O)Nc2nonc2NC(=O)COc2ccc(OC)cc2)cc1	-8	-7	8	13	8	9	-18	1
Cc1ccc(-n2ncc3c2CCCC3NC(=O)c2csnn2)cc1C (centres undefined)	4	-12	19	17	-42	-5	-25	1
C[N+]1(CCOc2ccc([N+](=O)[O-])cc2)CCOCC1	2	-22	2	6	15	-1	0	-7
CCN1CCN(CCOCCOc2ccccc2-c2ccccc2)CC1	-10	-9	.	-1	-20	0	.	.
CC1=NN(c2ccccc2)C(=O)C1C(=O)C(=O)Nc1ccc(F)cc1 (centres undefined)	17	-10	16	15	-43	-45	-77	-3
O=C(NCc1ccccc1)C(=O)NCC(c1ccco1)N1CCOCC1 (centres undefined)	7	0	-7	-10	17	2	-1	-5

15 structures from above, sorted by SMILES length, lowest first:
compound	SENP8 inh	UBC13 inh	CCR6 antag	Apaf-1 inh	697 NFkB inh	Jurkat NFkB inh	Gli-Sufu block	EBI2 antag
COCc1c(CCl)cnc(C)c1O	-8	-14	5	2	10	2	6	-4
CNc1oc(-c2ccco2)nc1C#N	0	2	7	-8	22	1	4	-9
c1ccc(NCc2nc(-c3ccccc3)no2)cc1	-2	8	-2	-2	-24	-20	-40	-12
Cc1ccccc1NC(=S)NC(=O)COc1ccccc1C	4	-4	14	14	-5	19	3	8
CCN1CCN(CCOCCOc2ccccc2-c2ccccc2)CC1	-10	-9	.	-1	-20	0	.	.
O=C(CN1CCN(c2ccccn2)CC1)Nc1cccc(Br)c1	-2	13	16	8	-1	3	17	3
CCNC(=O)COC(=O)c1[nH]c(C)c(C(=O)OC)c1C	4	-2	5	1	0	-36	-9	-12
O=C(NCc1ccccc1)C(=O)NCC(c1ccco1)N1CCOCC1 (centres undefined)	7	0	-7	-10	17	2	-1	-5
CN(C)c1ccc(NC(=O)CC(NCc2ccccn2)C(=O)O)cc1 (centres undefined)	-10	-33	5	-4	-25	-8	2	-10
COc1ccc(C(NC(=O)C(C)(C)C)NC(=O)C(C)(C)C)cc1	-4	-4	2	-11	19	11	-4	-14
CC(CC(=O)Nc1ccc(Cl)c([N+](=O)[O-])c1)c1ccccc1 (centres undefined)	9	3	28	16	-7	-11	-3	10
Cc1ccc(S(=O)(=O)NCCCNc2ccc([N+](=O)[O-])cc2)cc1	1	6	30	6	2	17	27	8
COc1ccc2nc(C)cc(SCC(=O)N/N=C/c3ccc(O)c(O)c3)c2c1	-9	13	18	-7	-41	3	25	-5
CCCOc1cccc(-c2nn(-c3ccccc3)cc2/C=C(\C#N)C(=O)NCCCn2ccnc2)c1	-7	35	-9	17	-4	-3	-6	17
O=C1N(C2CCCC2)C[C@@H]2C[C@@H](c3cn[nH]c3-c3ccc(Cl)cc3)N3CCC[C@@]123	-3	-1	5	9	31	-2	23	9
